AddAB inh: less growth of phage-infected E. coli with AddAB; inhibition, % at 11.9 µM; E. coli expressing H. pylori AddAB, absorbance growth; 330,000 compounds, 0.29% hits; in the data active = inhibition above about 12%;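 also: 0% = vehicle wells of infected cells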
phage Ecoli inh: E. coli growth loss with phage present. growth absorbance. inhibition, % at 11.9 µM. 360,000 compounds, 0.26% hits; in the data active = inhibition above about 11%
Pemphigus Ab inh: human desmoglein-3 autoantibody binding inhibition. DSG3-coupled beads, scFv-anti-DSG3-GFP binding, flow cytometry; hits give low values. P32926. 310,000 compounds, 0.48% hits. AID 588358. binding (percent of control), % at 10 µM;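 active = binding more than 3 SD below its plate's average and above zero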;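 also: hits lower antibody fragment binding to DSG3; some compounds called inactive have numbers as strong as hits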
SUMO Mot1 rescue: SUMOylation pathway inhibition by Mot1-301 growth rescue; S. cerevisiae Mot1-301 growth rescue, ATP luminescence, 38.5C; percent above DMSO median, 100 means doubled; growth rescue, % at 18.8 µM; 320,000 compounds, 1% hits; AID 2716;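 active = every valid replicate shows activation above 250% relative to neutral control wells; inactive = the rest, any valid replicate at or below 250%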;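 also: OY570 slx delta 5 strain wells were the positive control but not used for scaling; some compounds called inactive have numbers as strong as hits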
PKA-R1A act: activates the PKA-R1A holoenzyme complex; P00514+P68181; PKA-R1A dissociation, Cy5-IP20 fluorescence polarization; scaled: DMSO 0%, 113 µM cGMP 100%; activation, % at 11.4 µM; 340,000 compounds, 0.083% hits; AID 504707;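 active = percent activation above the mean of all tested compounds plus 3 SD, cut at about 19% in these data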;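 also: higher means more PKAc released from R1A so a rise in polarization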
PfHsp90 yeast 2: inhibits growth of yeast expressing Plasmodium falciparum Hsp90. S. cerevisiae expressing PfHsp90, BacTiter-Glo ATP, 48 h; yeast lacking PDR1 and PDR3 efflux regulators. inhibition, % at 9.4 µM. 310,000 compounds, 0.32% hits. AID 504621;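 active = every replicate shows inhibition above about 80%, whatever the replicate mean, limit read from the data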;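 also: 0% = DMSO neutral controls and 100% = 20 µM radicicol positive controls; yeast relying on Plasmodium falciparum Hsp90 in place of its own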
OPRM1-OPRD1 ag: OPRM1-OPRD1 heterodimerization agonism. P35372+P41143. cells, luminescence. AID 504326. activation, % at 9.3 µM. 340,000 compounds, 0.3% hits; in the data active = activation above about 18%;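 also: 0% = vehicle-treated cells and 100% = reference agonist; values of inactives mirror those of a sister screen read the other way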
HTR5A ag ctr: HTR5A agonism, opioid heterodimer counter-screen; P47898; HTR5A agonist assay, luminescence, cell-based; activation, % at 9.3 µM; 340,000 compounds, 0.61% hits; in the data active = activation mostly above about 9.5%, no sharp cut-off; inactive = mostly below about 7.6%;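 also: 0% = cells with vehicle only and 100% = reference agonist; strong numbers were not always called active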
Target sequence (P47898 whole entry, looked up): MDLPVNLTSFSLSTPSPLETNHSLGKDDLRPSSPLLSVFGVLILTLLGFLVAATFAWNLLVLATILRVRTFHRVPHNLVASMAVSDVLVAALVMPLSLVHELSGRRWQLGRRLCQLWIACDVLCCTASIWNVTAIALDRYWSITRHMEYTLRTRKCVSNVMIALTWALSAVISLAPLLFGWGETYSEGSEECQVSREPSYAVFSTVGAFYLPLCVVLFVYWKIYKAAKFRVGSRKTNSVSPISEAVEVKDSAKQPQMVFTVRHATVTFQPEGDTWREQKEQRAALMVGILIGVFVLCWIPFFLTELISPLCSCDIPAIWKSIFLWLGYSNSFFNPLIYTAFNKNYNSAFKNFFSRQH
E coli growth: reduces bacterial viability in AddAB counter-screen. E. coli V3065 growth, OD600 absorbance, 18 h. inhibition, % at 11.9 µM. 330,000 compounds, 0.27% hits. AID 449728;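 active = inhibition above the campaign's mean inhibition across all tested compounds plus 3 SD, cut at about 9.9% in these data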;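 also: uninfected addAB+ strain grown without phage in ampicillin broth; 0% = DMSO wells and 100% = ciprofloxacin 0.95 µg/ml wells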
HTR5A inv ag: inverse agonist of human HTR5A in OPRM1-OPRD1 counter-screen; P47898; HTR5A cell line, luminescence, inverse agonism; inhibition, % at 9.3 µM; 340,000 compounds, 0.083% hits; AID 504634; in the data active = inhibition mostly above about 23%, no sharp cut-off; inactive = mostly below about 18%;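 also: 0% = cells with DMSO and 100% = no-cell wells with DMSO; some compounds called inactive have numbers as strong as hits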
MOR-DOR inv ag: inverse agonist of human OPRM1-OPRD1 heterodimerization; P35372+P41143; cell-based MOR-DOR heterodimer luminescence, inverse agonism; inhibition, % at 9.3 µM; 340,000 compounds, 0.21% hits; AID 504357; in the data active = inhibition above about 22%, passing the limit was not always enough;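 also: 0% = cells with DMSO and 100% = wells without cells with DMSO; values of inactives mirror those of a sister screen read the other way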
Starred values were filed as active, the others as inactive; nt = no result given. Compounds as they come; overall some 3.2% were active at least once.

SMILES | AddAB inh | phage Ecoli inh | Pemphigus Ab inh | SUMO Mot1 rescue | PKA-R1A act | PfHsp90 yeast 2 | OPRM1-OPRD1 ag | HTR5A ag ctr | E coli growth | HTR5A inv ag | MOR-DOR inv ag
CC(C)(O)C#Cc1ccc(CN2CCN(C3CCCCC3)C(CCO)C2)cc1 (configuration not stated) | -0.2 | 6.7 | 99 | -12 | 2 | 20 | 0.2 | 8 | 1.6 | 0 | -1
COc1ccccc1C(=O)N/C(=C\c1cn(C)c2ccccc12)C(=O)N1CCOCC1 | 1.2 | -0.6 | nt | 5 | -3 | 23 | -2.7 | 11* | -0.1 | 16 | 14
O=C(/C=C/c1ccc([N+](=O)[O-])s1)N1CCCC1 | 1.2 | 3.0 | 94 | -27 | -16 | -17 | 0.9 | 1 | 1.9 | -5 | -5
CC(C)(C(N)=O)c1ccccc1 | 0.2 | 1.6 | 91 | 0 | -3 | 11 | -1.4 | 1 | 0.2 | -3 | 7
Cc1c(NC(=O)Nc2ccccc2[N+](=O)[O-])c(=O)n(-c2ccccc2)n1C | 1.8 | 2.5 | 87 | 135 | 2 | -10 | -3.3 | -2 | 1.9 | 7 | 15
O=C(c1noc2c1CCc1ccccc1-2)N1CCCc2ccccc21 | -0.5 | 1.3 | 96 | -7 | -1 | -3 | 0.5 | 1 | -0.2 | -16 | -3
CCOC(=O)c1[nH]c(C)c(C(=O)NCCCOC(C)C)c1C | 1.2 | 4.1 | 93 | -3 | -8 | 3 | -2.6 | 4 | -1.3 | -30 | 14
Cc1cccc(COCC(CC(C)C)N2CCN(C(=O)c3ccc(C(C)(C)C)cc3)CCC2=O)c1 (configuration not stated) | 0.7 | 1.1 | 100 | -6 | -5 | -10 | 3.8 | -7 | 0.3 | 9 | -21
Cc1cc(COc2ccccc2OCc2cc(C)no2)on1 | -0.2 | 3.1 | nt | 41 | -6 | nt | -1.5 | 3 | -3.3 | -10 | 8
CCSc1ccccc1C(=O)n1nnc2ccccc21 | 2.1 | nt | 103 | -5 | -2 | 8 | -1.1 | -2 | 0.2 | -14 | 6
COc1cc(C=O)ccc1OCc1cn(CC(=O)c2ccc(O)cc2)nn1 | nt | 1.5 | 94 | nt | -11 | 1 | -1.7 | 1 | nt | -4 | 8
COC(=O)N1N=C(c2ccc(Br)cc2)CC1(O)C(F)(F)F (configuration not stated) | 4.1 | 3.1 | 104 | 10 | 2 | -19 | -2.1 | 0 | -0.3 | 0 | 11
COC(=O)CCC(C)N1CCC(Oc2ccc(C(=O)NCc3ccccn3)cc2)CC1 (configuration not stated) | nt | 1.8 | 102 | nt | -3 | 6 | -2.1 | 3 | nt | 2 | 11
CCOC(=O)N1CCN(c2ccc(C(=O)c3ccccc3)cc2F)CC1 | 0.2 | 3.4 | 105 | 7 | 2 | 9 | 3.8 | -7 | -1.2 | -39 | -22
Cc1c(C(=O)OC2CCCCC2)sc2nc[nH]c(=O)c12 | -0.4 | 2.7 | 97 | -6 | -8 | -24 | -1.0 | 2 | -0.8 | -38 | 5
COc1cccc(/C(O)=C2/C(=O)C(=O)N(Cc3cccnc3)C2c2ccco2)c1 (configuration not stated) | -1.1 | 1.6 | nt | 1 | 8 | 46 | -2.1 | -3 | -3.5 | -5 | 13
O=C(CSc1n[nH]c(=O)n1Cc1ccco1)Nc1ccccc1Cl | -0.3 | -1.9 | nt | -14 | -8 | -8 | -1.8 | 7 | 1.3 | -5 | 9
CS(=O)(=O)c1ccc2nc(NC(=O)c3ccccc3Cl)sc2c1 | nt | 0.8 | 94 | 5 | -1 | -2 | -0.7 | -2 | nt | 8 | 3
CC1(c2ccccc2)NC(=O)N(CCOc2ccccc2)C1=O (configuration not stated) | -0.2 | 1.9 | nt | 11 | 10 | -1 | -0.6 | 4 | -1.1 | 10 | 3
Cc1cccc(-c2nnc(SCc3cc(=O)[nH]c4ccccc34)n2C)c1 | 0.5 | 2.6 | 95 | -17 | 0 | 10 | -4.5 | -3 | 2.4 | -21 | 23
CCCCOC(=O)/C(=C/C=C/c1ccccc1)NC(=O)c1ccccc1 | 0.6 | 3.2 | 89 | 815* | nt | -39 | nt | nt | 1.3 | nt | nt
CCN(CC)S(=O)(=O)c1ccc(NC(=O)CCN2C(=O)C3CC=CCC3C2=O)cc1 (configuration not stated) | 0.6 | -0.6 | 111 | nt | -1 | 13 | 1.1 | 16 | 1.0 | -41 | -4
CCOC(=O)C1=C(C)NC(C)=C(C(=O)OCC)C1c1cccs1 | 2.3 | 2.3 | 101 | -11 | -2 | 6 | -0.9 | -8 | 1.6 | 21 | 5
O=C(N/N=C/c1ccccn1)c1cccnc1 | 0.4 | 0.2 | nt | -3 | 12 | -24 | -3.1 | -2 | -1.4 | 6 | 16
Nc1ccc(C(=O)N/N=C/c2cn(Cc3ccccc3)c3ccccc23)cc1 | nt | 3.0 | 104 | -7 | 0 | 58 | -2.0 | 2 | nt | -12 | 11

A few values from the entries so far:
HTR5A inv ag with COC(=O)CCC(C)N1CCC(Oc2ccc(C(=O)NCc3ccccn3)cc2)CC1 (configuration not stated) → 2
PfHsp90 yeast 2 with COc1cccc(/C(O)=C2/C(=O)C(=O)N(Cc3cccnc3)C2c2ccco2)c1 (configuration not stated) → 46
PKA-R1A act with Cc1cc(COc2ccccc2OCc2cc(C)no2)on1 → -6

An excerpt of these results, with values under each structure.
Each structure is followed by: AddAB inh, phage Ecoli inh, Pemphigus Ab inh, SUMO Mot1 rescue, PKA-R1A act, PfHsp90 yeast 2, OPRM1-OPRD1 ag, HTR5A ag ctr, E coli growth, HTR5A inv ag, MOR-DOR inv ag
O=C(c1noc2c1CCc1ccccc1-2)N1CCCc2ccccc21
    -0.5, 1.3, 96, -7, -1, -3, 0.5, 1, -0.2, -16, -3
CCOC(=O)c1[nH]c(C)c(C(=O)NCCCOC(C)C)c1C
    1.2, 4.1, 93, -3, -8, 3, -2.6, 4, -1.3, -30, 14

(listing goes on)
SMILES | AddAB inh | phage Ecoli inh | Pemphigus Ab inh | SUMO Mot1 rescue | PKA-R1A act | PfHsp90 yeast 2 | OPRM1-OPRD1 ag | HTR5A ag ctr | E coli growth | HTR5A inv ag | MOR-DOR inv ag
CC1CCc2c(C(=O)Nc3cccc(-c4nn[nH]n4)c3)csc2C1 (configuration not stated) | 0.7 | 2.7 | 121 | 16 | -4 | -39 | -3.2 | -2 | -1.9 | 8 | 18
Cc1ccc(NC(=O)CSc2nc(N)cc(=O)[nH]2)cc1Cl | 3.4 | 0.9 | 112 | 47 | -2 | nt | -1.4 | 1 | 3.0 | -2 | 6
O=C(c1ccccc1Br)N1CCCC(c2nc(-c3cccs3)no2)C1 (configuration not stated) | -0.5 | 4.4 | 93 | 57 | -3 | 9 | -0.8 | -2 | 1.9 | 23 | 4
CC(C)(C)c1ccc(C(=O)NNC(=O)Cc2ccccc2)cc1 | 3.1 | 3.7 | 98 | 11 | -9 | 0 | 2.7 | 8 | -0.3 | -18 | -16
COc1ccc(-c2cc(-c3n[nH]c(=S)n3-c3ccccc3Cl)[nH]n2)cc1 | 0.5 | 0.0 | 111 | 7 | 4 | 6 | -1.3 | 5 | -2.5 | -5 | 6
Nc1nc(-c2ccc([N+](=O)[O-])cc2)cs1 | 7.0 | -1.5 | 88 | -10 | -8 | -26 | -1.0 | -2 | 5.8 | 15 | 5
COCc1c(C(=O)N2CCN(c3ncccn3)CC2)oc2ccccc12 | 1.5 | 1.2 | 84 | -8 | -11 | 0 | -0.8 | 0 | -2.6 | 0 | 3
Cn1c(=O)c2c(nc(N3CCCCCC3)n2CC(O)COc2ccc(Cl)cc2)n(C)c1=O (configuration not stated) | 0.5 | 3.0 | 98 | -5 | -1 | nt | -1.1 | -3 | -2.8 | 7 | 5
CCOc1ccccc1NC(=O)COC(=O)COc1c(Cl)cc(Cl)c2ccc(C)nc12 | -2.5 | 0.0 | 95 | -8 | 2 | -8 | -1.1 | -3 | -0.3 | 32 | 6
Cc1cnn(Cc2cccnc2)c1N | -2.9 | 0.8 | 106 | -15 | 3 | 31 | 1.4 | 8 | 1.6 | -23 | -7
CCOC(=O)c1oc2nc(CC(C)C)c3c(c2c1N)CCCC3 | 0.0 | 0.5 | 92 | 138 | 6 | 2 | 4.0 | -4 | -1.9 | -34 | -20
O=C(NCc1ccc2c(c1)OCO2)c1ccc(CSCc2cccc(Cl)c2)o1 | 4.2 | 4.9 | 111 | 13 | -6 | -13 | 0.4 | 1 | -1.7 | -3 | -2
Cc1ccc(N2CC(C(=O)OCC(=O)Nc3ccc(F)cc3F)CC2=O)cc1 (configuration not stated) | -0.8 | 1.1 | 101 | nt | -5 | 6 | -2.9 | -7 | 0.1 | 18 | 12
O=C(O)CSCCOc1ccc(OCCSCC(=O)O)cc1 | 0.4 | 1.9 | nt | -14 | 2 | -12 | -2.6 | 0 | -1.2 | 7 | 13
CCSc1nc2ccccc2n1CC(=O)N1CCOCC1 | -2.7 | 0.8 | 102 | 10 | 2 | -12 | nt | nt | 0.7 | nt | nt
CCOc1ccc(CNc2ccc3c(c2)nc(C)n3C)cc1 | 2.4 | 2.4 | nt | -11 | 0 | 28 | -3.8 | -8 | -0.7 | 19 | 16
COc1ccc(C(=O)NCc2c(C)nn(Cc3ccccc3)c2C)cc1S(=O)(=O)N1CCOCC1 | 0.0 | 4.8 | 107 | -13 | -19 | -4 | -3.1 | 17* | 0.0 | -42 | 13
CN(CC(=O)NC(=O)Nc1ccccc1F)Cc1ccccc1 | nt | 1.8 | 96 | nt | -8 | nt | -0.3 | -1 | nt | 4 | 2
O=C(CC1SC(N2CCOCC2)=NC1=O)Nc1ccc(F)cc1 (configuration not stated) | -4.3 | 2.4 | 92 | -19 | 1 | nt | -2.5 | 0 | -2.4 | -1 | 13
Cc1ccccc1-c1cc(C(=O)NCC2CC2)nn1CC1CC(c2cccc([N+](=O)[O-])c2)=NO1 (configuration not stated) | 1.8 | -0.9 | 98 | -3 | 5 | 5 | -0.8 | -3 | 0.7 | -22 | 4
CC(=O)c1ccc(NC(=O)[C@@H]2CCCN2C(=O)OC(C)(C)C)cc1 | -3.4 | 1.8 | 106 | -3 | 3 | -47 | -2.8 | -3 | -1.2 | 11 | 13
Cc1ccc(SCC(=O)OCC(=O)N(C)C2CCS(=O)(=O)C2)cc1C (configuration not stated) | 1.0 | 5.3 | 101 | 2 | -14 | 7 | -1.5 | -3 | -1.2 | 11 | 8
COC(=O)c1sccc1NC(=O)Nc1cc(C)ccc1C | 0.4 | 4.2 | 95 | -10 | 2 | -3 | -0.8 | 3 | 0.3 | -7 | 4
N=c1sccn1CC(=O)N1N=C(c2ccc(Cl)cc2)CC1c1ccco1 (configuration not stated) | 2.2 | 4.6 | 118 | -3 | 4 | -13 | 2.0 | 1 | 0.1 | -6 | -10
Cc1ccc(S(=O)(=O)N2CCN(c3cnn(C)c(=O)c3Cl)CC2)cc1 | 2.2 | 2.2 | 103 | 78 | -8 | 10 | -1.5 | -2 | 0.6 | -28 | 7

Bioassay records: PubChem, several laboratories
